Screens from PubChem.
GLS inh: qHTS for Inhibitors of Glutaminase (GLS). Glutaminase kidney isoform, mitochondrial (Homo sapiens), O94925. GLS enzymatic activity, qHTS titration. Potency, µM (doses to about 45.5 µM), inactives show at the highest dose activity change, negative = inhibition, usual class: inhibitors. 410,000 compounds, 0.21% hits. AID 624170, 2012; note: potency is the fitted concentration of half-maximal effect; % is set by controls: 0 for no effect and ±100 for the full control effect
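Glutamate formation by hKGA was monitored fluorometrically using coupled glutamate oxidase, HRP and Amplex Red. Substrate was added as 1 mM L-glutamine solution; incubation was 30 min at RT after an initial read.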
RGS4 inh: Inhibitors of Regulator of G Protein Signaling (RGS) 4: qHTS. Transcreener GDP fluorescence polarization, RGS4-accelerated GTP hydrolysis. Potency, µM (doses to about 114 µM), without a hit: top-dose activity change, negative = inhibition, usual class: inhibitors. 390,000 compounds, 0.039% hits. AID 504845, 2011; note: potency is the fitted concentration of half-maximal effect; % is set by controls: 0 for no effect and ±100 for the full control effect; nearly all actives have a fitted effect of over 75% in size; some results filed as inactive show a strong effect at the top dose
Target sequence (P49798 whole entry, looked up): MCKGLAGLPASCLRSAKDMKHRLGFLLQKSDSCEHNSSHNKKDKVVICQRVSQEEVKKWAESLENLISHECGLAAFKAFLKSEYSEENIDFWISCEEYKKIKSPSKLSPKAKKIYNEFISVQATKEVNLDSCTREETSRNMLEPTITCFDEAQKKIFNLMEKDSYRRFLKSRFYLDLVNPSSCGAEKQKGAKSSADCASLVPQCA
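MLSMR compounds (23 nl, pin-transferred) preincubated 10 min at room temperature with a 500nM (2x) first reagent, then RGS4 at 900nM (2x) plus Transcreener GDP mix added; fluorescence polarization (620/688 nm) read before and after 90 min at 30 °C.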
ERG-DNA inh: qHTS for Small Molecule Inhibitors of the ERG Ets/DNA interaction; fluorescence polarization, His-ERG Ets domain / labelled DNA; Potency, µM (series often up to 76.9 µM), for the others: at the top dose FP activity, negative = inhibition, usual class: inhibitors; Transcriptional regulator ERG (Homo sapiens), P11308; AID 624246, 2012; 370,000 compounds, 0.028% hits; active = well fitted inhibition curve with a large enough effect in the polarisation, with a control signal flat; inconclusive = small, poorly fitted or top-dose-only effect, or effect the other way, or a change in a side signal; inactive = no such curve, though single readings can be large or run the other way; the % refers to the polarisation;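 note: polarization taken with two DNA probes labelled with fluorescein and Texas red; potency is the fitted concentration of half-maximal effect; % of control where 0% means no effect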
Target sequence (P11308 whole entry, looked up, the tested form may be a part): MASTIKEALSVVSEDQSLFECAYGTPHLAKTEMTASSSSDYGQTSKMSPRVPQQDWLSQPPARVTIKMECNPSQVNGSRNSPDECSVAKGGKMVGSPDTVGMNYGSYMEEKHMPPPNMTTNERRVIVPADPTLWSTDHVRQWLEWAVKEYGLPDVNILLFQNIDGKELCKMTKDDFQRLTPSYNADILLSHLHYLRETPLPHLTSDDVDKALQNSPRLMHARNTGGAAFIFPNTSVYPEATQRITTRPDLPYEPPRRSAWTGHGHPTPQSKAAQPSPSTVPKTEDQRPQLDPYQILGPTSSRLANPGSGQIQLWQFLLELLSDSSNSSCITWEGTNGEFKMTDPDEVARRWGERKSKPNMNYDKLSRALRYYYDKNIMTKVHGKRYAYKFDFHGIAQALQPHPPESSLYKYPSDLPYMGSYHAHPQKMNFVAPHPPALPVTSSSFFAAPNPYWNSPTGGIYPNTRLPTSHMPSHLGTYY
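His-tagged ERG Ets domain (1 uM in the protein solution; 300mM KCl, 50mM Tris-HCl, 1mM EDTA, 1mM DTT, pH 7.5) received compound, then a probe mix of 5 nM fluorescein-DNA and 100nM Texas-615-DNA. Fluorescence polarization was read for both dyes.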
ALOX12 inh: Primary qHTS assay for inhibitors of human arachidonate 12S-lipoxygenase (ALOX12): Round 2. Polyunsaturated fatty acid lipoxygenase ALOX12 (Homo sapiens), P18054. 580,000 compounds, 1.1% hits. Potency, µM (series often up to 108 µM), for inactives: at the top dose activity change, negative = inhibition, hits mostly inhibitors. purified 12hLO, xylenol orange hydroperoxide absorbance; note: potency is the fitted concentration of half-maximal effect; % is set by controls: 0 for no effect and ±100 for the full control effect
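Purified human 12hLO at 150 nM in 25 mM Hepes, 0.01% Triton X-100, pH 7.0, preincubated 15 min at room temperature with compound. Reaction started with 40 uM arachidonic acid, 30 min at room temperature. Hydroperoxide measured by Fe-xylenol orange, 573/405 nm absorbance ratio.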
BAZ2B block: qHTS Assay for Inhibitors of BAZ2B; AlphaScreen BAZ2B-H3K14Ac peptide displacement; AID 504333, 2011; Potency, µM (titrated, usually from 114 µM), inactives show top-dose activity change, negative = inhibition, most hits filed as inhibitors; 360,000 compounds, 4.4% hits; Bromodomain adjacent to zinc finger domain protein 2B (Homo sapiens), Q9UIF8; note: potency is the fitted concentration of half-maximal effect; % is set by controls: 0 for no effect and ±100 for the full control effect; nearly all actives have a fitted effect of over 60% in size
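In this displacement format the biotinylated H3(5-23) peptide acetylated at Lys14 serves as ligand at 50 nM, with BAZ2B at 50 nM in PBS pH 7.4 containing 0.01% Tween-20. Donor and acceptor beads are 10 ug/mL final.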
PI4K2A block: qHTS for small molecular inhibitors of PI4K2A | purified PI4K2A, ADP-Glo luminescence, 1 h; hits give low values | 420,000 compounds, 0.13% hits | Phosphatidylinositol 4-kinase type 2-alpha (Homo sapiens), Q9BTU6 | activity change, negative = inhibition, % at 76.9 µM; in the data active = activity change below about -50%; inconclusive = mostly about -30% to -49%;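 note: -100% = wells without enzyme as full effect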
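Compounds are screened against recombinant PI4K2A using PI as substrate and ATP, the latter dispensed at 300 microM. Reactions run one hour at ambient temperature before ADP-Glo detection; full inhibition defined by wells lacking enzyme.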
JMJD2A Tudor: qHTS Assay for Inhibitors of JMJD2A-Tudor Domain; AlphaScreen JMJD2A-Tudor / H3K4me3 peptide binding; Potency, µM (series often up to 114 µM), for inactives: top-dose activity change, negative = inhibition, hits mostly inhibitors; 390,000 compounds, 4.4% hits; note: potency is the fitted concentration of half-maximal effect; % is set by controls: 0 for no effect and ±100 for the full control effect; nearly all actives have a fitted effect of over 50% in size
HP1b chromo inh: HTS for Inhibitors of HP1-beta Chromodomain Interactions with Methylated Histone Tails. Chromobox protein homolog 1 (Homo sapiens), P83916. AlphaScreen HP1-beta / biotin-H3K9me3 peptide binding. Potency, µM (doses to about 114 µM), for the others: top-dose activity change, negative = inhibition, actives largely listed as inhibitors. 390,000 compounds, 0.56% hits; note: potency is the fitted concentration of half-maximal effect; nearly all actives have a fitted effect of over 70% in size; inactives centre near 23
Target sequence (P83916 whole entry, looked up): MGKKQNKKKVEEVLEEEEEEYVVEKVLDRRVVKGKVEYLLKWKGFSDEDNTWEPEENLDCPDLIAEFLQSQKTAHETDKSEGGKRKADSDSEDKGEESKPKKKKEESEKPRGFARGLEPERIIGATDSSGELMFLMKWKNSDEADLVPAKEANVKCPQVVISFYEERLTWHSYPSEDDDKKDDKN
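AlphaScreen: HP1-beta (50 nM) preformed 30 min with biotin-H3(1-18)K9me3 peptide (50 nM) in PBS pH 7.4, 0.01% Tween-20. Compound added for 30 min at RT, then streptavidin donor/nickel chelate acceptor beads (10 ug/mL) for 30 min.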
G9a block: qHTS Assay for Inhibitors of Histone Lysine Methyltransferase G9a; G9a H3K9 monomethylation, AlphaScreen, 2 h; Potency, µM (doses to about 102 µM), inactives show at the top dose activity, negative = inhibition, usual class: inhibitors; 350,000 compounds, 8.8% hits; AID 504332, 2011; note: potency is the fitted concentration of half-maximal effect; % is set by controls: 0 for no effect and ±100 for the full control effect; nearly all actives have a fitted effect of over 75% in size
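Chemiluminescent proximity detection of H3K9 monomethylation, read after 10 min bead incubation in the dark. Reaction: 20 nM G9a, 500 nM biotin-H3K9 peptide, 20 uM SAM cofactor, 2 h, room temperature, following 15 min enzyme-compound preincubation.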
An asterisk follows results filed as active; ? = inconclusive; . = not tested or not shown; [ ] = another dose, or the depositor's remark. Unless noted, calls come from the whole dose curve; as a rule, active = well fitted curve in the direction sought with a large enough effect; inconclusive = small, poorly fitted or top-dose-only effect, or another doubt; inactive = no such curve, though single readings can be large; an effect the other way counts as inactive or inconclusive. These rows are one share of the data. The share of hits here may be higher or lower than overall.

SMILES	GLS inh	RGS4 inh	ERG-DNA inh	ALOX12 inh	BAZ2B block	PI4K2A block	JMJD2A Tudor	HP1b chromo inh	G9a block
CN(c1cccc(NC(=O)COc2ccccc2)c1)S(C)(=O)=O	-1%	6%	.	2%	43%[activator]	0	-10%	12%	29%[59 µM]
CC(OC(=O)CCCc1nc2ccccc2s1)C(=O)NC(N)=O (stereo not drawn)	14%	17%	5%	1%	0%	-4	-15%	-10%	8%
O=C(c1ccc[nH]1)N1O[C@@H]2C=C[C@H]1C2	-1%	4%	11%	13%	.	0	-14%	36%	.
Cc1ccc(-c2nnn(CC(=O)N(c3cccc(F)c3)C(C(=O)NC3CCCC3)c3ccncc3)n2)o1 (stereo not drawn)	3%	-9%	-1%	-18%	1%	-1	-11%	0%	3%
COc1ccc(C(=O)Nc2cccc(-c3ccc4nncn4n3)c2)cc1	21%	-30%	-13%	7%	-3%	-7	1%	23%	19%
CCCN1CCN(C(=O)Nc2cccc(C(F)(F)F)c2)CC1	7%	19%	-3%	-6%	-38%	2	-6%	27%	-10%
CCOc1ccc2nc(NC(=O)c3nc(SC)ncc3Cl)sc2c1	-2%	-4%	0%	-13%	-9%	3	-12%	35%	6%[59 µM]
CC(=O)c1ccc(NC(=O)CSc2ccsc2[N+](=O)[O-])cc1	5%	-39%	5%	-21%	35µM*	-20	?	-3%	50µM*
Cc1oc(C(C)(C)C)cc1C(=O)Nc1cccc(/C=C/C(=O)O)c1	6%	6%	1%	-6%	-12%	0	-19%	-1%	.
O=C(CSc1ncc(-c2ccccc2)[nH]1)Nc1ccc(F)cc1F	17%	11%	-1%	-13%	-39%	1	-26%	4%	-35%[59 µM]
CCOC(=O)N1CCC(=NNc2ccc(S(=O)(=O)N3CCOCC3)cc2[N+](=O)[O-])CC1	6%	21%	-6%	3%	-36%	0	-16%	?	-6%[59 µM]
CNc1nc(-c2ccc3c(c2)CCN3S(=O)(=O)c2ccccc2)c(C)s1	0%	-21%	-14%	?	?	-19	-28%	-20%	.
CC(NC(=O)c1cn(C)c2ccc(S(=O)(=O)N3CCCC3)cc2c1=O)c1ccc2c(c1)OCCO2 (stereo not drawn)	-9%	-6%	-2%	12%	7%	4	-21%	2%	16%[59 µM]
S=c1[nH]cc(-c2ccc(Cl)cc2)n1-c1ccccc1	?	-26%	-7%	?	?	2	?	18%	?
O=C(OCn1ncc(Br)c(Br)c1=O)c1ccccc1Cl	-7%	-29%	-11%	.	-9%	-1	-9%	64%	0%[12.7 µM]
CC(C)(C)c1ccc(OC2=CS(=O)(=O)c3ccccc32)cc1	0%	-15%	2%	-4%	4%	10	12%	44%[activator]	-27%
O=C(NCCCc1nc2ccccc2[nH]1)c1ccc(F)cc1	-4%	5%	?	0%	3%	1	-17%	-14%	0%
Cc1cccnc1NC(=S)NC(=O)/C=C/c1ccco1	6%	-24%	2%	70%	-21%	-20	-10%	29%	32µM*
CCOC(=O)C1CCCN(S(=O)(=O)c2ccc(N3CCCCS3(=O)=O)cc2)C1 (stereo not drawn)	-7%	6%	1%	?	-9%	-3	-1%	31%	-20%[12.7 µM]
O=C(Nc1nnc(COc2ccccc2)s1)C1CCN(S(=O)(=O)c2ccc(Cl)cc2)CC1	-15%	-36%	-1%	15%	9%	1	-6%	10%	-3%[12.7 µM]
O=[N+]([O-])c1c(NCCCO)cc(Sc2nc3ccccc3s2)c2nonc12	?	?	0%	.	0%	?	56µM*	5%	?
CCCCCCCCCCCCCCCC(O)C[N+](C)(C)CCO (stereo not drawn)	-21%	?	.	16µM*	.	9	?	-4%	.
Cc1onc(-c2c(Cl)cccc2Cl)c1C(=O)NC(=S)N1CCOCC1	2%	-28%	7%	31%	?	-10	-20%	12%	.
O=S(=O)(NCC(O)c1ccccc1)c1ccc(-c2ccccn2)s1 (stereo not drawn)	0%	9%	3%	0%	2%	0	-22%	7%	-1%

11 structures from above, ordered by SMILES length, low to high:
SMILES	GLS inh	RGS4 inh	ERG-DNA inh	ALOX12 inh	BAZ2B block	PI4K2A block	JMJD2A Tudor	HP1b chromo inh	G9a block
CCCCCCCCCCCCCCCC(O)C[N+](C)(C)CCO (stereo not drawn)	-21%	?	.	16µM*	.	9	?	-4%	.
O=C(OCn1ncc(Br)c(Br)c1=O)c1ccccc1Cl	-7%	-29%	-11%	.	-9%	-1	-9%	64%	0%[12.7 µM]
O=C(NCCCc1nc2ccccc2[nH]1)c1ccc(F)cc1	-4%	5%	?	0%	3%	1	-17%	-14%	0%
CC(C)(C)c1ccc(OC2=CS(=O)(=O)c3ccccc32)cc1	0%	-15%	2%	-4%	4%	10	12%	44%[activator]	-27%
Cc1onc(-c2c(Cl)cccc2Cl)c1C(=O)NC(=S)N1CCOCC1	2%	-28%	7%	31%	?	-10	-20%	12%	.
CNc1nc(-c2ccc3c(c2)CCN3S(=O)(=O)c2ccccc2)c(C)s1	0%	-21%	-14%	?	?	-19	-28%	-20%	.
O=[N+]([O-])c1c(NCCCO)cc(Sc2nc3ccccc3s2)c2nonc12	?	?	0%	.	0%	?	56µM*	5%	?
CCOC(=O)C1CCCN(S(=O)(=O)c2ccc(N3CCCCS3(=O)=O)cc2)C1 (stereo not drawn)	-7%	6%	1%	?	-9%	-3	-1%	31%	-20%[12.7 µM]
O=C(Nc1nnc(COc2ccccc2)s1)C1CCN(S(=O)(=O)c2ccc(Cl)cc2)CC1	-15%	-36%	-1%	15%	9%	1	-6%	10%	-3%[12.7 µM]
CCOC(=O)N1CCC(=NNc2ccc(S(=O)(=O)N3CCOCC3)cc2[N+](=O)[O-])CC1	6%	21%	-6%	3%	-36%	0	-16%	?	-6%[59 µM]
CC(NC(=O)c1cn(C)c2ccc(S(=O)(=O)N3CCCC3)cc2c1=O)c1ccc2c(c1)OCCO2 (stereo not drawn)	-9%	-6%	-2%	12%	7%	4	-21%	2%	16%[59 µM]

Further entries
SMILES	GLS inh	RGS4 inh	ERG-DNA inh	ALOX12 inh	BAZ2B block	PI4K2A block	JMJD2A Tudor	HP1b chromo inh	G9a block
CC(C(=O)Nc1ccc(S(=O)(=O)N2CCCC2)cc1)N(C)CC(=O)Nc1cccc(F)c1 (stereo not drawn)	0%	31%	10%	-9%	.	-2	-6%	20%	.
COc1ccc2c(-c3cccnc3)cc(=O)[nH]c2c1	-1%	-3%	-3%	9%	4%	2	-1%	28%	9%[12.7 µM]
COc1cccc(CNc2nc3c(-c4cccc(C)c4)nnn3c3ccccc23)c1	-1%	-11%	1%	-3%	6%	-4	12%	59%[activator]	6%[59 µM]
CCOC(=O)Cc1nc(-c2ccc(Cl)cc2)n[nH]1	0%	-20%	16%	6%	-5%	0	-8%	-14%	0%
O=C(c1ccccc1)N(c1ccccc1)c1nccc2ccccc12	-3%	-4%	-7%	13%	.	1	-16%	10%	.
Cc1cc(C(=O)CSc2nnnn2C)c(C)n1CCc1ccc(Cl)cc1	-10%	-23%	-11%	-20%	.	0	-3%	68%[activator]	4%[59 µM]
Cc1ccc(CO/N=C\Cc2snc(Sc3ncc(C(F)(F)F)cc3Cl)c2C#N)cc1	7%	-12%	10%	?	35µM*	-2	?	?	11µM*
CC(CCc1ccco1)NC(=O)Cn1ncc2c(=O)oc3ccccc3c21 (stereo not drawn)	12%	6%	-3%	58%[activator]	10%	-2	-4%	16%	-3%[59 µM]
CN(C(=O)COC(=O)C1CCN(S(=O)(=O)c2c(Cl)cccc2Cl)CC1)C1CCCCC1	0%	?	10%	-15%	-29%	-1	-8%	66%[activator]	40µM*
CC(C)CNC(=O)C(=O)Nc1ccc2c(c1)N(S(=O)(=O)c1cccs1)CCC2	0%	35%	7%	11%	8%	-1	-7%	1%	1%
CCn1c(C)nc2cc(C(=O)NNC(=S)Nc3ccccc3Cl)ccc21	22%	-32%	5%	-8%	-2%	7	-16%	10%	?
C=CCn1c(Cc2cccs2)nnc1SCC(=O)NC1CC1	1%	10%	-2%	-1%	0%	1	-4%	22%	5%
CC(C)(CO)NS(=O)(=O)c1ccc2c(c1)Cc1cc(S(=O)(=O)NC(C)(C)CO)ccc1-2	5%	6%	43%[activator]	-40%	-1%	-2	-9%	16%	-10%[0.501 µM]
Cc1c(C(=O)NCc2ccc(S(N)(=O)=O)cc2)oc2ccc(Cl)cc12	3%	29%	2%	-9%	-28%	-6	-6%	7%	0%
